HIF act: HIF pathway transcriptional activation | activation, % at 7.5 µM (by protocol) | U2OS HRE-luciferase reporter, luminescence; normalized: DMSO 0%, desferrioxamine 100% | 0.32% of 300,000 active | AID 1910;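 active = mean activation of at least 10% of the iron chelator positive control signal, with at least half of replicates also reaching 10%; inconclusive = mean and replicate majority disagree about reaching 10%; inactive = mean and most replicates under 10%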
HSF1 inhib: HSF1 inhibition; NIH3T3-HGL HSE-luciferase, MG132-induced, luminescence 8 h; active compounds read low; activity change, negative = inhibition, % at 7.5 µM (by protocol); 0.77% of 300,000 active; AID 2098;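 active = more than half of replicate wells show activity change below -50%, luminescence cut by over half; inconclusive = some wells, but at most half, below -50%; inactive = no replicate well below -50%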;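 also: luciferase reports HSF-1 transcriptional activity via heat shock element; 0% = median of DMSO wells and -100% = zero luminescence signal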
KLF5 inhibitor: kruppel-like factor 5 inhibition; DLD-1 KLF5 promoter-luciferase reporter, luminescence; inhibition, % at 5 µM; 0.23% of 290,000 active;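 active = inhibition above a per-plate limit of that plate's mean compound inhibition plus 3 SD, cut at about 60% in these data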;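 also: 0% = DMSO wells and 100% = LY294002 at 200 µM; higher means less KLF5 promoter-driven luciferase light; inactives centre near -14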
IEC-6 cytotox: IEC-6 cytotoxicity, counter-screen for KLF5 inhibitors. inhibition, % at 5 µM. 0.78% of 290,000 active. luminescence viability. AID 1825; in the data active = inhibition above about 22%;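 also: 0% = plate median of test compound wells and 100% = cytotoxic reference compound wells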
HSF1 activator: increases HSF-1 driven luciferase reporter signal; NIH3T3-HGL HSF-1 luciferase reporter, MG132, 8 h; 100% = twice DMSO control signal; 1.7% of 300,000 active; AID 504408; activation, % at 9 µM;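 active = mean replicate activation of at least 50% with a set share of replicates each reaching 50%; inconclusive = only one of those two conditions met; inactive = mean below 50% and too few replicates reaching it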;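 also: 0% = median of the neutral control wells and 100% = twice that signal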
Platelet DG rel: platelet dense granule release activity. AID 1663. inhibition, %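 (compounds screened at 7.5 µM in platelet-rich plasma)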. 0.22% of 300,000 active. human platelet-rich plasma, SFLLRN dense granule ATP release, luminescence;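 active = mean replicate score, as percent of positive control, at or above 50; inconclusive = mean below 50 but at least one replicate at or above 50; inactive = mean and every replicate below 50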
AI-2 QS mod: modulates the Vibrio harveyi AI-2 quorum sensing system. 0.4% of 300,000 active. Vibrio harveyi JMH597 AI-2 luminescence/OD600 ratio, 9 h; active compounds read low; strain lacks LuxN and CqsS sensors; 0 = neutral-control median. activity change, % at 7.5 µM; in the data active = activity change below about -75%, passing the limit was not always enough; inconclusive = no clear call, values can overlap the other calls;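 also: luminescence divided by OD600 gain over 9 h not by final OD600 alone; inactives centre near 13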
HDAC3 inhib: blocks human histone deacetylase 3; O15379; recombinant HDAC3, fluorogenic peptide/trypsin coupled, fluorescence; inhibition, % at 8.3 µM; 0.15% of 320,000 active; in the data active = inhibition above about 26%, passing the limit was not always enough; inconclusive = no clear call, values can overlap the other calls
Target sequence (O15379 whole entry, looked up): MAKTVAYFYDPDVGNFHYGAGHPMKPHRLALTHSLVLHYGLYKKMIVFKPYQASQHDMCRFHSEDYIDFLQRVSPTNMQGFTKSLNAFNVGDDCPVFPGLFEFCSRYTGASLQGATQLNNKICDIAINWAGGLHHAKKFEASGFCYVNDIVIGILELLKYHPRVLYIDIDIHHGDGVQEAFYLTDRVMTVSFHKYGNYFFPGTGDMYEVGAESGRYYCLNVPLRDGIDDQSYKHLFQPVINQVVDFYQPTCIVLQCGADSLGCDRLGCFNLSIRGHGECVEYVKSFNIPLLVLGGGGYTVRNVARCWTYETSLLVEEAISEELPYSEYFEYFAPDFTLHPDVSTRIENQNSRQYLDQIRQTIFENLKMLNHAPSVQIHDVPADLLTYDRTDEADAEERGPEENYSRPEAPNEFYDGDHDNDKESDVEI
aSyn 5UTR inh: 5' untranslated region of α-synuclein, MLPCN primary screen | alpha-synuclein 5'UTR reporter, inhibitor activity | inhibition, % (tested at 7.5 µM) | 0.82% of 300,000 active | AID 1813; in the data active = inhibition above about 60%; inconclusive = no clear call, values can overlap the other calls;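 also: H4 neuroglioblastoma cells stably carrying SNCA 5'UTR luciferase fusion; 0% = DMSO wells and 100% = positive control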
HSP90 refold inh: HSP90 refolding inhibition in rabbit reticulocyte lysate | luciferase refolding luminescence, 3 h | AID 1789 | inhibition, % at 5.6 µM | 0.91% of 290,000 active;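 active = inhibition above the screen-wide mean plus 3 SD, computed separately per campaign, cut at about 16% in these data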;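 also: 0% = DMSO wells and 100% = 60 µM geldanamycin wells; inhibitors lower the luminescence because luciferase stays unfolded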
Numbers without * were called inactive; ? = inconclusive; . = no result given.

nr	Structure	HIF act	HSF1 inhib	KLF5 inhibitor	IEC-6 cytotox	HSF1 activator	Platelet DG rel	AI-2 QS mod	HDAC3 inhib	aSyn 5UTR inh	HSP90 refold inh
1	CN(CC(=O)Nc1ccccc1C(F)(F)F)C(=O)c1ccc(-c2ccc(Cl)cc2)o1	0.2	6	.	.	6	8	11	6	3	.
2	COC(=O)CC1C(=O)NCCN1C(=O)c1ccccc1 (stereo not drawn)	-0.2	2	-25	2	3	5	16	-4	18	1
3	COc1ccccc1OCC(=O)N1CCN(c2ccccc2OC)CC1	.	-3	.	.	-6	6	10	-6	-4	.
4	Cc1ccc(C(=O)NC(O)C(Cl)Cl)cc1 (stereo not drawn)	0.0	-12	4	-9	16	-14	41	1	-19	2
5	CCOC(=O)c1c(C)nc2c(c1C)c(=O)oc1ccccc12	-17	16	6	-1	37	-2	11	1	-13	-3
6	Cc1c(S(=O)(=O)c2ccccn2)c(N)n(Cc2ccccc2Cl)c1C	0.1	2	-15	-2	-6	13	16	-1	-19	-1
7	O=C(CN1CCCCCC1)Nc1ccc(Oc2ccccc2)cc1	0.3	-2	-4	-1	-3	3	-16	1	-6	-2
8	CCCCN(C)C(=O)c1cc2cc3cc(OC)ccc3nc2o1	0.7	17	-114	6	30	-1	15	-35	-121	3
9	CN(CC(=O)Nc1c(Cl)cccc1Cl)C(=O)c1cccc(-n2cccc2)c1	0.0	-2	.	.	-4	-3	27	3	10	.
10	CCOC(=O)C1C(=O)C=C(c2cccs2)CC1c1ccccc1C (stereo not drawn)	0.2	10	-17	-6	4	-2	19	3	-27	2
11	Cc1ccsc1C(=O)NCc1ccc(F)cc1	-0.8	1	-14	-5	3	-2	19	3	1	0
12	COc1cc(/C=C(/C#N)c2ccc(F)cc2)ccc1OCc1ccc(C(=O)O)o1	-0.2	-10	-32	-1	-19	6	15	13	2	-4
13	Oc1ccccc1/C=N/N1CCN(c2ccccn2)CC1	2.2	7	-37	-6	-13	9	0	-9	-115	-4
14	CCOC(=O)c1[nH]c2ccc(OCC)cc2c1NC(=O)CN1CCN(c2ccccc2)CC1	0.9	3	-12	2	4	2	16	-6	-11	1
15	C#CCn1c(C)cc(C)c(S(=O)(=O)c2ccccc2)c1=O	3.0	18	-34	-12	23	-2	3	1	-73	2
16	Cc1ccccc1C(=O)NC1CC2CCCC(C1)N2C(=O)Nc1ccccc1 (stereo not drawn)	0.4	0	-32	0	8	-18	12	-1	15	-1
17	CCOC(=O)c1c(NC(=O)CCc2ccc(CC)o2)sc(C)c1C	-0.1	1	-9	-7	9	0	11	0	-3	-1
18	O=C(CCCn1c(=O)[nH]c2cc(Cl)ccc2c1=O)NCCCN1CCN(c2ccc(F)cc2)CC1	-0.3	-7	1	3	-10	0	18	0	8	3
19	CC1CCCN(S(=O)(=O)c2cnc[nH]2)C1 (stereo not drawn)	-0.3	1	13	10	-9	-18	5	-4	-1	2
20	O=C(COc1nc2ccccc2nc1N1CCOCC1)Nc1cccc(S(=O)(=O)N2CCCCC2)c1	0.4	0	-8	-1	-6	-8	25	-2	10	2
21	O=C(N=C1SC2CS(=O)(=O)CC2N1c1cccc(F)c1)C1CC1 (stereo not drawn)	-0.2	0	-16	-3	2	-9	27	2	19	-2
22	COc1ccc(OC)c(-n2c(SCC(=O)Nc3cccc(S(N)(=O)=O)c3)nc3ccccc3c2=O)c1	-9.3	7	-5	1	36	-6	20	.	6	4
23	CCOC(=O)CNC(=O)C1COc2ccccc2O1 (stereo not drawn)	0.3	-1	-40	-4	-8	0	17	-3	-6	0
24	CCCc1ccc2oc(C(=O)N3CCCC3)c(C)c2c1	3.2	19	-93	-4	36	-2	13	4	-179	-6
25	CC[N+]1(C)CC2CCC(C)(C1)C2(C)C (stereo not drawn)	.	.	-10	4	.	.	19	.	.	-1
26	CCOC(=O)C1CCN(C(=O)Nc2ccc(OCc3ccccc3)cc2)CC1	0.0	-2	-25	-4	-9	16	.	1	3	1
27	O=C(c1ccc2c(c1)OCO2)C1CCCN(Cc2ccc3nsnc3c2)C1 (stereo not drawn)	-0.8	-2	-23	0	-10	6	16	3	22	1
28	O=C/C(=C\Nc1ccccn1)c1nc2ccccc2o1	1.1	9	-44	-2	23	-2	19	-2	-107	0
29	CC1(c2nnc(-c3ccc(F)cc3)o2)CC(c2cccnc2)=NO1 (stereo not drawn)	-0.3	-3	.	.	-9	19	12	-3	6	.
30	CCCCOC(=O)c1ccc(NC(=O)CSCc2n[nH]c(=O)[nH]2)cc1	-0.3	-5	-13	-3	-7	-3	20	-3	32	-2
31	CC1(C(=O)NC2CCCC2)CCC(=O)N1CCC1=CCCCC1 (stereo not drawn)	-0.4	-3	1	-7	12	1	9	2	-5	-1
32	Cc1ccc(C)c(OCC(=O)Nc2ccc(N3CCOCC3)cc2)c1	1.1	-2	-3	-3	-8	-9	12	-3	26	2
33	COc1ccc(N2CCN(C(=O)CSc3ccccc3N)CC2)cc1	0.3	-9	-8	0	-18	-3	17	-1	-9	-1
34	CCSc1nn2c(=O)c3ccccc3nc2s1	1.5	9	-110	-1	31	-1	9	5	-120	3
35	O=c1c2cnn(-c3ccccc3)c2nc(-c2cccs2)n1-c1ccc(Br)cc1	0.8	7	-10	-8	-1	5	25	1	10	-4
36	COc1ccc(CNCc2ccco2)cc1OCc1ccccc1	1.6	11	-56	-6	14	-2	14	-9	-51	-3
37	Cc1sc2ncnc(OCC(=O)NCC3CCCO3)c2c1C (stereo not drawn)	-1.0	-1	-4	1	-1	3	42	-4	6	-2
38	CCC(C)C(=O)Nc1ccc(S(=O)(=O)Nc2nccs2)cc1 (stereo not drawn)	0.6	-6	-39	0	1	3	-2	-3	-3	3
39	COc1cccc(NC(=O)C2CCC(CNS(=O)(=O)c3ccc4c(c3)CC(C)N4C(C)=O)CC2)c1 (stereo not drawn)	0.2	6	-19	1	3	-1	19	5	5	-5
40	O=C(O)c1ccc(N2C(=O)c3ccc(C(=O)c4cccc([N+](=O)[O-])c4)cc3C2=O)cc1	0.5	2	29	2	-14	-3	22	-6	20	4
41	CCOc1cc(NC(=S)NCC2CCCO2)c(OCC)cc1NC(=O)c1ccc(F)cc1 (stereo not drawn)	0.5	1	-33	1	8	-4	12	4	2	0
42	CN(C(=O)CS(=O)(=O)c1cn(CC(=O)N2CCOCC2)c2ccccc12)c1ccccc1	0.0	-5	-12	0	7	7	6	-2	27	-1
43	CC1(NC(=O)Nc2cccc3ccccc23)CCS(=O)(=O)C1 (stereo not drawn)	-0.1	12	1	-1	31	1	16	-3	-7	-6
44	Cc1ccc(S(=O)(=O)N2CC(O)CC2C(=O)OCC(=O)c2ccccc2Cl)cc1C (stereo not drawn)	0.1	-7	-12	7	-15	7	19	.	-4	1
45	Cc1ccc(SC(CC(=O)c2ccc(C(C)(C)C)cc2)C(=O)O)cc1 (stereo not drawn)	-0.1	22	-4	0	35	0	53	4	-7	0
46	CC(C)(C)NC(=O)NC(=O)COC(=O)c1ccc(OC(F)(F)F)cc1	0.1	2	-23	-8	-22	1	6	1	10	-3
47	Cc1ccc(S(=O)(=O)N(CC(=O)Nc2cccnc2)c2ccccc2C)cc1	0.4	4	2	4	-9	-7	.	1	-1	2
48	CC(=O)c1ccc(NC(=O)Cc2ccsc2)cc1	-14	1	-75	3	22	3	.	2	-79	5
49	COc1ccccc1OCCNC(=O)c1ccc2c(c1)CCC2	1.7	3	-69	2	7	9	34	8	-138	0
50	COc1ccc(C(=O)N/C(=C\c2ccco2)C(=O)NCc2cccnc2)cc1	0.1	-1	22	-2	-10	-12	9	7	19	3

New compounds follow.
nr	Structure	HIF act	HSF1 inhib	KLF5 inhibitor	IEC-6 cytotox	HSF1 activator	Platelet DG rel	AI-2 QS mod	HDAC3 inhib	aSyn 5UTR inh	HSP90 refold inh
51	Cc1ccc(C(=O)C[n+]2cc(Br)cc(Br)c2)cc1[N+](=O)[O-]	-0.2	0	5	8	11	19	19	-1	12	2
52	O=C(O)CN1CCCCC1	-0.2	-7	-13	5	0	-2	-3	-3	2	2
53	O=C(c1ccc(COCC(F)(F)F)cc1)N1CCN(c2ccccn2)CC1	1.6	-1	-22	-5	5	-4	17	7	-9	2
54	CC1CCCC(NC(=O)CCCn2ncn3c(cc4occc43)c2=O)C1C (stereo not drawn)	-0.1	10	-26	0	-6	1	-7	3	-19	-2
55	CCOC(=O)C1CCN(C(=O)Nc2ccc3nccnc3c2)CC1	0.7	3	-33	-2	-16	7	19	-7	-3	7
56	CCCCNc1c(-c2cccc(SC3CCCCC3)c2)nc2ccc(Cl)cn12	-1.3	-4	.	.	-12	1	25	1	-3	.
57	COc1ccc(/C=C(/NC(=O)c2ccco2)C(=O)N2CCCCC2)cc1	-0.2	0	-43	-3	-1	-4	18	-5	-5	1
58	CCN(CC)S(=O)(=O)c1cccc(C(=O)N/N=C/c2ccccc2OCC(=O)O)c1	-0.2	3	-23	-2	12	2	30	-4	-3	-2
59	Oc1ccc(-c2nc3ccccn3c2NCc2ccc3c(c2)OCO3)cc1	.	.	-18	3	.	.	7	-25	.	-3
60	COc1cc2ccc(=O)oc2c(O)c1OCC=C(C)C	0.7	1	5	-5	13	13	9	6	-13	-4
61	CCNC(=S)NNC(=O)c1cc(-c2cccc(OC)c2)nc2ccccc12	1.4	4	-10	-1	-7	39	19	2	-55	-1
62	O=C(NCCc1csc(-c2cccnc2)n1)c1cccc2ccccc12	0.2	-5	-13	-7	-12	0	16	.	2	-1
63	NC(=O)c1nn(-c2ccccc2)nc1NC(=O)CN1CCCCC1	0.9	16	10	6	53*	-3	5	-16	18	5
64	CCN1C2OC3OC4C(OC3OC2N(CC)S1(=O)=O)N(CC)S(=O)(=O)N4CC (stereo not drawn)	0.2	6	8	-2	18	-8	8	-12	-4	0
65	CCCCN=C(C)c1c(O)c2ccccc2oc1=O	2.4	6	-33	-3	-18	0	6	-1	-159	3
66	COc1cccc2oc3cc(C#CC4(O)CCCCC4)ccc3c(=O)c12	0.9	-9	-46	-2	-21	15	6	-7	-35	26*
67	O=C(NC(c1cccnc1)C(F)(F)F)c1cc(COc2ccc3c(c2)CCCC3)on1 (stereo not drawn)	4.1	18	-144	8	15	-2	-20	4	-104	-3
68	COc1ccc(C(=O)Nc2c(N)nc(SCC(=O)NCC3CCCO3)[nH]c2=O)cc1 (stereo not drawn)	-0.2	7	-24	4	-10	-35	-4	-10	-7	0
69	Cc1cc(-c2nnnn2-c2ccc(F)cc2)no1	.	.	5	8	.	.	24	?	.	3
70	Cc1cccc(C)c1OCc1nnc(SCC(=O)NCc2ccccc2)o1	-0.2	-5	-34	6	-8	0	6	-1	-12	2
71	COC(=O)c1ccc(C2C(C(=O)c3cc4ccccc4o3)=C(O)C(=O)N2CCN2CCOCC2)cc1 (stereo not drawn)	-0.3	-5	9	-5	-16	5	10	-4	11	-5
72	Cc1cc(Cl)ccc1OCC(=O)NCCOc1nc(N2CCCCC2)nc(N2CCOCC2)n1	-0.4	-8	1	2	9	7	17	.	22	3
73	COc1ccc(S(=O)(=O)N(C)CC(=O)Nc2ccccc2C(F)(F)F)cc1	.	-10	-25	-2	-1	15	27	-2	4	-1

Compound activity deposited in PubChem BioAssay by several laboratories.

Outcome played no part in choosing rows; 5% or so of the library scored in one or more.
